# High-throughput results as filed in PubChem BioAssay.
# C diff HTS: C. difficile growth inhibitors, primary screen, HTS. growth activity, negative = inhibition, % at 16 µg/mL (by protocol). 0.25% of 86,000 active. Clostridium difficile clinical isolate growth, OD600, 24 h; hits give low values;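 active = mean growth activity at or below -80% and every replicate also at or below -80%; inconclusive = mean at or below -80% but some replicate above -80%; inactive = mean growth activity above -80%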;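 also: 0% = DMSO wells and -100% = levofloxacin 16 µg/mL wells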
# Pf Dd2 inh: P. falciparum Dd2 growth inhibitors, primary screen, SYBR Green fluorescence, single dose replicates; 72 h; hits give low values; activity change, % at 10 µM; AID 1159554, 2015; 2.3% of 94,000 active; in the data active = activity change below about -80%; inconclusive = no clear call, values can overlap the other calls
# Tcruzi prolif: T. cruzi intracellular proliferation inhibitors, primary screen, cell-based, beta-gal Tulahuen parasites, NIH3T3 host, luminescence; T. cruzi beta-gal in NIH3T3, GalScreen luminescence, 90 h; inhibition, % at 8.34 µM; 5.9% of 77,000 active; AID 624255, 2012;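 active = mean inhibition above about 93%, with at least 55% of replicates each passing it, limit read from the data, passing the limit was not always enough; inconclusive = only one of those two conditions holds; inactive = neither condition holds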
# KDM4C inh: inhibitors of GASC-1 (KDM4C) histone demethylase, primary screen, biochemical, single concentration HTS; GST-KDM4C 2-372, H3K9me3 peptide, LANCE TR-FRET; inhibition, % at 12.5 µM; 0.15% of 96,000 active;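 active = mean replicate inhibition above about 25%, with at least 55% of replicates also reaching it, limit read from the data, passing the limit was not always enough; inconclusive = only one of those two conditions met; inactive = neither condition met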
# Target sequence (Q9H3R0 2-372 limits assumed): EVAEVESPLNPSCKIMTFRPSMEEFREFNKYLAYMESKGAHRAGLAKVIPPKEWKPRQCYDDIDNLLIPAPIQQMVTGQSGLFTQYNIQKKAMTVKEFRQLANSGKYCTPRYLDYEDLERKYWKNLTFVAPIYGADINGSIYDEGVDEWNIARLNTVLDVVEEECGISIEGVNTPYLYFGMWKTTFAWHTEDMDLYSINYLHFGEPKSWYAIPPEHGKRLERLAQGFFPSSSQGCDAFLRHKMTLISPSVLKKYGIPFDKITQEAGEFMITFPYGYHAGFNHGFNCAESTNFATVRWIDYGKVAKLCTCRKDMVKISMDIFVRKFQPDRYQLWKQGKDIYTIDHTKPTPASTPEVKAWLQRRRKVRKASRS
#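 System: N-terminal GST-fused human GASC-1 (KDM4C) fragment, residues 2-372 / Amount: 10 nM GST-KDM4C in enzyme reaction / Also added: H3K9me3 peptide with Fe(II)/2OG / Times: 30 min demethylation and 1 h detection at room temperature / Signal: LANCE TR-FRET / Read-out basis: Fall in 671/618 emission ratio as inhibition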
# Numbers without * were called inactive; ? = inconclusive; . = no result given; & = joins results of further samples. Not a hit list, and some 7% of all compounds hit somewhere here.
no.	structure	C diff HTS	Pf Dd2 inh	Tcruzi prolif	KDM4C inh
1	COc1ccc(NC(=O)Nc2ccc3c(c2)C(=O)N([C@@H](C)CO)C[C@@H](C)[C@H](CN(C)C(=O)CCCN(C)C)OCCCC[C@H](C)O3)cc1	1	50	9	2.3
2	COc1ccc(NC(=O)N(C)C[C@@H]2Oc3c(NC(=O)NC(C)C)cccc3C(=O)N([C@H](C)CO)C[C@H]2C)cc1	5	18	28	0.1
3	O=C(C[C@@H]1CC[C@H](NC(=O)Nc2cc(F)ccc2F)[C@H](CO)O1)NCCCN1CCOCC1	-6	1	.	1.0
4	C[C@@H]1CN([C@H](C)CO)C(=O)c2ccccc2-c2ccccc2CO[C@@H]1CN(C)C(=O)Nc1cccc(F)c1	.	3	23	0.9
5	COc1cccc(NC(=O)N(C)C[C@@H]2Oc3ncc(C#Cc4cccnc4)cc3C(=O)N([C@@H](C)CO)C[C@H]2C)c1	1	1	81	-2.5
6	C[C@@H]1CN([C@H](C)CO)C(=O)Cc2cc(NS(=O)(=O)c3ccc(F)cc3)ccc2O[C@@H]1CN(C)Cc1ccccc1	-8	2	88	-0.3
7	CCC(=O)Nc1ccc2c(c1)C(=O)N(C)C[C@H](OC)[C@H](C)CN(C(=O)c1ccccc1F)[C@@H](C)CO2	.	-58	-31	-0.1
8	CCCNC(=O)c1cc2c(c(-c3cccc(-c4ccncc4)c3)n1)[C@H](CCO)N(S(=O)(=O)CC)C2	2	0	.	2.5
9	C[C@H](CO)N1C[C@H](C)[C@@H](CN(C)CC2CCCCC2)OCCCC[C@H](C)Oc2ccc(NS(=O)(=O)c3ccc(F)cc3)cc2C1=O	2	-33	52	0.9
10	CO[C@H]1CN(C)C(=O)c2ccc(NS(=O)(=O)c3ccccc3Cl)cc2OC[C@@H](C)NC[C@@H]1C	2	-4	-40	0.3
11	COCCNC(=O)C[C@H]1C[C@@H]2c3cc(NC(=O)Nc4ccccc4)ccc3O[C@@H]2[C@H](CO)O1	3	14	62	0.5
12	C[C@@H]1CN([C@@H](C)CO)C(=O)Cc2cc(NC(=O)C3CC3)ccc2O[C@H]1CN(C)C(=O)Nc1ccc(F)cc1	-3	-7	7	0.1
13	C[C@@H]1CN([C@H](C)CO)C(=O)Cc2cc(NC(=O)Nc3ccccc3)ccc2O[C@@H]1CN(C)S(C)(=O)=O	1	-5	.	10
14	COc1ccc(C#Cc2ccc([C@H]3[C@H]4CN(C(=O)Nc5cccc(F)c5)CCCCN4[C@H]3CO)cc2)cc1	17	-29	113*	-1.8
15	C[C@H](CO)N1C[C@H](C)[C@H](CN(C)Cc2cccc(F)c2)Oc2ncc(C#CC(C)(C)O)cc2C1=O	.	33	.	-1.2
16	C[C@@H]1CN([C@@H](C)CO)C(=O)c2cc(NC(=O)Cc3ccccc3)ccc2O[C@@H](C)CCCCO[C@@H]1CN(C)C(=O)c1ccncc1	-4	16	.	4.2
17	CNC(=O)C[C@H]1CC[C@@H]2[C@@H](COc3ccc(NC(=O)c4ccccc4F)cc3C(=O)N2C)O1	-6	-47	-55	4.3
18	N[C@H]1CC[C@H](CCn2cc(C3CCCCC3)nn2)O[C@@H]1CO	2	-14	-43	-0.5
19	Cc1cccc(-c2ccc([C@H]3[C@H]4CN(C(=O)c5ccccc5)CC(=O)N4[C@H]3CO)cc2)c1	-11	-38	.	-1.1
20	O=C(C[C@H]1CC[C@@H]2[C@H](COC[C@H](O)CN2S(=O)(=O)c2cccc(Cl)c2)O1)Nc1ccccc1	6	-7	6	-0.1
21	C[C@H]1CN([C@@H](C)CO)C(=O)c2cc(NC(=O)c3ccncc3)ccc2O[C@H]1CN(C)S(C)(=O)=O	2	-16	13	-0.4
22	O=C(N[C@H]1CC[C@@H](CCNS(=O)(=O)c2cccc(Cl)c2)O[C@@H]1CO)c1ccncc1	.	-2	18	0.0
23	N#C[C@@H]1[C@H](c2ccccc2C2=CCCC2)[C@@H](CO)N1C(=O)C1CCC1	-4	-33	.	-2.1
24	C[C@H]1CN([C@@H](C)CO)C(=O)c2cc(C#CCc3ccccc3)cnc2O[C@H]1CN(C)Cc1cccc(C(=O)O)c1	-8	9	-7	-0.3
25	C[C@@H]1CN([C@H](C)CO)C(=O)c2cc(C#CC3CCCC3)cnc2O[C@H]1CN(C)C(=O)Nc1ccccc1	-6	-29	99*	-1.0
26	C[C@@H]1CN([C@@H](C)CO)C(=O)Cc2cc(NC(=O)CCCCCC(=O)Nc3ccccc3N)ccc2O[C@@H]1CN(C)CC1CC1	-1	25	.	0.3
27	C/C=C/c1cnc2c(c1)C(=O)N([C@@H](C)CO)C[C@@H](C)[C@@H](CN(C)S(=O)(=O)c1cn(C)cn1)O2	0	14	.	-2.7
28	C[C@H](NC(=O)[C@@H]1[C@@H](CO)[C@@H]2Cn3c(cccc3=O)[C@@H]2N1CC1CCCC1)c1ccccc1	3	.	51	0.7
29	COc1cccc(NC(=O)C[C@@H]2CC[C@H]3[C@@H](COc4ccc(NC(=O)C5CCOCC5)cc4C(=O)N3C)O2)c1	.	-10	24	0.9
30	CCCNC(=O)C[C@H]1CC[C@@H]2[C@@H](COc3ccc(NC(=O)Nc4cccc(C)c4)cc3C(=O)N2C)O1	-3	0	-13	-5.0
31	CO[C@@H]1CN(C)C(=O)c2ccc(NC(=O)NC(C)C)cc2OC[C@@H](C)N(C(=O)CN(C)C)C[C@@H]1C	.	29	-9	-0.1
32	O=C(C[C@@H]1C[C@H]2c3cc(NC(=O)CC4CC4)ccc3O[C@H]2[C@H](CO)O1)NCCN1CCCCC1	-1	23	-34	-0.3
33	CCC(=O)N1C[C@@H](O)COC[C@H]2O[C@H](CC(=O)NCC3CCCCC3)CC[C@@H]21	-5&-8	1	72	3.0
34	C[C@H](CO)N1C[C@H](C)[C@H](CN(C)S(=O)(=O)c2cn(C)cn2)Oc2c(NC(=O)Nc3cccc4ccccc34)cccc2C1=O	1	-4	-4	-0.2
35	C[C@H](CO)N1C[C@H](C)[C@H](CN(C)C)Oc2ncc(-c3ccncc3)cc2C1=O	-2	9	-38	7.3
36	Cc1noc(C)c1S(=O)(=O)Nc1ccc2c(c1)CC(=O)N([C@H](C)CO)C[C@@H](C)[C@H](CN(C)Cc1ccc(C(F)(F)F)cc1)O2	2	14	46	7.8
37	O=C(C[C@@H]1CC[C@H]2[C@@H](COC[C@H](O)CN2C(=O)Nc2ccc(Cl)c(Cl)c2)O1)NCc1ccncc1	-9&-32	-6	128*	-1.8
38	COc1ccc(CN(C)C[C@@H]2Oc3ccc(NS(=O)(=O)c4ccc(C)cc4)cc3CC(=O)N([C@H](C)CO)C[C@@H]2C)cc1	.	-48	.	7.3
39	C[C@@H]1CN([C@H](C)CO)C(=O)c2cc(NC(=O)Nc3ccc(F)cc3)ccc2O[C@@H]1CN(C)Cc1ccc(C(=O)Nc2ccccc2N)cc1	0	?	31	-2.0
40	C[C@H](CO)N1C[C@H](C)[C@@H](CN(C)C(=O)Nc2ccc(C(F)(F)F)cc2)Oc2c(NC(=O)C3CCOCC3)cccc2C1=O	3	2	-47	1.2
41	COc1ccccc1S(=O)(=O)Nc1ccc2c(c1)OC[C@@H](C)NC[C@H](C)[C@H](OC)CN(C)C2=O	.	14	-16	-1.3
42	Cc1noc(C)c1NC(=O)N(C)C[C@H]1OCc2cnnn2CCCC(=O)N([C@H](C)CO)C[C@H]1C	-6	-37	-24	0.4
43	C[C@H]1CN([C@@H](C)CO)C(=O)Cc2cc(NC(=O)C3CC3)ccc2O[C@H]1CN(C)S(C)(=O)=O	1	3	20	-0.2
44	Cc1ccc(S(=O)(=O)N(C)C[C@@H]2OCc3cnnn3CCCC(=O)N([C@H](C)CO)C[C@@H]2C)cc1	-3	0&-6	-2&-38	0.6
45	C[C@H]1CN([C@@H](C)CO)C(=O)Cc2cc(NC(=O)CCN3CCOCC3)ccc2O[C@H]1CN(C)C(=O)Nc1ccccc1	1	28	31	1.9
46	O=C(C[C@@H]1C=C[C@H](NS(=O)(=O)c2ccc(F)cc2)[C@H](CO)O1)N1CCc2ccccc2C1	5	3	-34	-3.7
47	COc1ccc(S(=O)(=O)Nc2ccc3c(c2)C(=O)N([C@H](C)CO)C[C@H](C)[C@H](CN(C)S(=O)(=O)c2ccccc2)OCCCC[C@@H](C)O3)cc1	-3	-18	.	-1.3
48	C[C@@H]1CN([C@@H](C)CO)S(=O)(=O)c2ccc(-c3cccnc3)cc2O[C@H]1CN(C)Cc1ccccn1	-1	-26	64	1.0
49	C[C@H](CO)N1C[C@H](C)[C@H](CN(C)Cc2ccc(C(=O)Nc3ccccc3N)cc2)Oc2c(NC(=O)Nc3ccc4c(c3)OCO4)cccc2C1=O	.	-79	110	-1.1
50	C[C@@H]1CN([C@@H](C)CO)C(=O)c2cccc(NS(=O)(=O)c3ccc(F)cc3)c2O[C@@H]1CN(C)S(=O)(=O)c1ccccc1	-7	-69	34	-0.9

# (further entries)
no.	structure	C diff HTS	Pf Dd2 inh	Tcruzi prolif	KDM4C inh
51	C[C@@H]1CN([C@H](C)CO)C(=O)c2cccc(NC(=O)C3CC3)c2O[C@H]1CN(C)Cc1ccc(Oc2ccccc2)cc1	9	-71	71	-1.9
52	COc1ccc(CN(C)C[C@@H]2Oc3c(NS(=O)(=O)c4ccc(Cl)cc4)cccc3C(=O)N([C@@H](C)CO)C[C@@H]2C)cc1	7	1	55	0.9
53	CCCN(C)C[C@@H]1Oc2ncc(C#CCN(C)C)cc2C(=O)N([C@H](C)CO)C[C@@H]1C	13&11	-1&16	-7&-6	1.7
54	C[C@@H]1CN([C@H](C)CO)C(=O)c2cc(/C=C/c3ccccc3)cnc2O[C@@H]1CN(C)C(=O)c1cccc(F)c1	2	-46	63	1.3
55	Cc1noc(C)c1NC(=O)Nc1ccc2c(c1)C(=O)N([C@H](C)CO)C[C@H](C)[C@H](CN(C)Cc1ccc(C(=O)O)cc1)OCCCC[C@H](C)O2	-2	34	4	-0.3
56	COc1ccc2c3c([nH]c2c1)[C@@H](CO)N(S(C)(=O)=O)CC31CCN(Cc2nccs2)CC1	4	-20	.	0.3
57	CC(C)NC(=O)N(C)C[C@@H]1Oc2c(NS(=O)(=O)c3ccc(Cl)cc3)cccc2C(=O)N([C@@H](C)CO)C[C@@H]1C	11	14	58	6.1
58	C[C@@H]1CN([C@H](C)CO)C(=O)c2cc(N(C)C)ccc2O[C@H]1CN(C)Cc1ccc2c(c1)OCO2	0	-2	23	3.9
59	C[C@@H]1CN([C@@H](C)CO)C(=O)CCCn2nncc2CO[C@@H]1CN(C)S(=O)(=O)c1ccc(Cl)cc1	2	-27&-4	-31&25	-1.8
60	C[C@@H]1CN([C@H](C)CO)C(=O)c2cccc(NS(=O)(=O)c3ccc(Cl)cc3)c2O[C@@H]1CN(C)S(=O)(=O)c1ccccc1	-1	0	39	-1.5
61	Cc1ccc(S(=O)(=O)Nc2ccc3c(c2)CC(=O)N([C@@H](C)CO)C[C@@H](C)[C@H](CN(C)C(=O)Nc2cccc4ccccc24)O3)cc1	-9	-31	.	3.2
62	Cc1ccc(S(=O)(=O)N(C)C[C@@H]2Oc3c(NS(C)(=O)=O)cccc3C(=O)N([C@@H](C)CO)C[C@@H]2C)cc1	8	15	36	1.8
63	C[C@@H]1CCCCO[C@H](CN(C)CC2CCCCC2)[C@@H](C)CN([C@H](C)CO)C(=O)c2cc(NC(=O)Nc3ccc4c(c3)OCO4)ccc2O1	6	-67	97*	15
64	O=C(c1ccccc1F)N1CC[C@@H]2[C@H]1c1cc(Br)ccc1N[C@@H]2CO	-4	-74	59	-2.3
65	C[C@@H]1CN([C@H](C)CO)C(=O)c2c(c3ccccc3n2C)-c2ccccc2CO[C@H]1CN(C)S(=O)(=O)c1cccc(F)c1	0	-63	66	-1.5
66	CCS(=O)(=O)N1[C@H](C#N)[C@H](c2ccc(-c3cccc(F)c3)cc2)[C@@H]1CO	12	12	68	-4.4

# An excerpt of these results, with each value named:
58. C[C@@H]1CN([C@H](C)CO)C(=O)c2cc(N(C)C)ccc2O[C@H]1CN(C)Cc1ccc2c(c1)OCO2
- C diff HTS = 0
- Pf Dd2 inh = -2
- Tcruzi prolif = 23
- KDM4C inh = 3.9
53. CCCN(C)C[C@@H]1Oc2ncc(C#CCN(C)C)cc2C(=O)N([C@H](C)CO)C[C@@H]1C
- C diff HTS = 13&11
- Pf Dd2 inh = -1&16
- Tcruzi prolif = -7&-6
- KDM4C inh = 1.7
56. COc1ccc2c3c([nH]c2c1)[C@@H](CO)N(S(C)(=O)=O)CC31CCN(Cc2nccs2)CC1
- C diff HTS = 4
- Pf Dd2 inh = -20
- Tcruzi prolif = .
- KDM4C inh = 0.3
61. Cc1ccc(S(=O)(=O)Nc2ccc3c(c2)CC(=O)N([C@@H](C)CO)C[C@@H](C)[C@H](CN(C)C(=O)Nc2cccc4ccccc24)O3)cc1
- C diff HTS = -9
- Pf Dd2 inh = -31
- Tcruzi prolif = .
- KDM4C inh = 3.2
